Source: PubChem BioAssay (Broad Institute)
Rtt109 HAT inh: C. albicans Rtt109 histone acetyltransferase inhibition; inhibition, % at 34.9 µM; hit rate 0.16% among 330,000; Q5AAJ8; purified Rtt109/Vps75, ThioGlo CoA-SH fluorescence, 4 h;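 active means inhibition of at least 50% in every replicate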
Target sequence (Q5AAJ8 whole entry, looked up): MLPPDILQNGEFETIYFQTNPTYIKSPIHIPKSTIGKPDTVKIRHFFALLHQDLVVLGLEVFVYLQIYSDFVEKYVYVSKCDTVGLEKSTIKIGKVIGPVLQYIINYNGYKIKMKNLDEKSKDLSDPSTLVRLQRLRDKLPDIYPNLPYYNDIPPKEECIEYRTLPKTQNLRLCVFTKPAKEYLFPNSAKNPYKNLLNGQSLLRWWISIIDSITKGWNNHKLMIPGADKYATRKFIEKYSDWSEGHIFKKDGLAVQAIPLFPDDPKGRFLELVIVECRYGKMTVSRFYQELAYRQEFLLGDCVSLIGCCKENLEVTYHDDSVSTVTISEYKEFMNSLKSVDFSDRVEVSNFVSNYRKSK
NSD2 HMT inh: blocks human histone methyltransferase NSD2 | O96028 | AID 743445 | NSD2 peptide methylation, AlphaScreen, 120 min | hit rate 0.54% among 310,000 | inhibition, % at 12.5 µM; in the data active means inhibition above about 50%
MITF act: MITF TRPM1 promoter activation in melanoma cells; activation, % at 12.5 µM; hit rate 0.75% among 300,000; SK-MEL-5 TRPM1-promoter luciferase, 24 h; % of positive control, neutral wells = 0;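 active means mean activation of at least 80% with every replicate also reaching 80%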;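 further: 0% = neutral control wells and 100% = parthenolide positive control wells; values of inactives mirror those of a sister screen read the other way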
SR-BI uptake up: SR-BI HDL lipid transfer activation; activation, % at 12.5 µM; hit rate 0.096% among 320,000; CHO ldlA[mSR-BI] cells, DiI-HDL uptake fluorescence, 3 h; 100 = double the neutral-control signal; AID 504775;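 active means mean replicate activation of at least 60% and every replicate at or above 60%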;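 further: 0% = median plate neutral-control signal and 100% = twice that signal; values of inactives mirror those of a sister screen read the other way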
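Test system: SR-BI-overexpressing, LDLR-lacking CHO cells; Also added: labelled HDL, 10 µg/mL; Measured by: bottom-read cell fluorescence after medium removal, ex 550/em 595 nm; Timing: 3 h uptake period with compound, 37 °C; Buffer or medium: F12, 0.5% BSA, 25 mM HEPES; Doses: single compound concentration, delivered by pin transfer.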
dFosB act: enhances mouse delta FosB homodimer DNA binding; AID 493131; hit rate 0.99% among 340,000; activation, % at 25 µM; purified delta FosB, TAMRA-CDK5 oligo fluorescence polarization; percent of positive-control signal above neutral wells; P13346;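 active means mean activation above about 17%, with every replicate also reaching it, limit read from the data, passing the limit was not always enough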;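 further: fluorescence polarization rise as delta FosB binds a TAMRA Cdk5 AP-1 oligo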
Target sequence (P13346 whole entry, looked up): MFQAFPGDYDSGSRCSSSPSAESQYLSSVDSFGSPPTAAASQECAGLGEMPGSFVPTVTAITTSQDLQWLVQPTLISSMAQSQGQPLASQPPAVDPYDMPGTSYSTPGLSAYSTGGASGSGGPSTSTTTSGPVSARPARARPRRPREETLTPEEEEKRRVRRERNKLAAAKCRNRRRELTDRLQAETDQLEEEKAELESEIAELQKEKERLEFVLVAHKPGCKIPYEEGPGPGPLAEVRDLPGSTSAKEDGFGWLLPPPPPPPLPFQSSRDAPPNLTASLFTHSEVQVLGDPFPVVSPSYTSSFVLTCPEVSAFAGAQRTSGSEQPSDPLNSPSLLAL
SR-BI HDL uptake: mouse SR-BI HDL lipid transfer inhibition; inhibition, % at 12.5 µM; hit rate 0.96% among 320,000; Q61009; ldlA[mSR-BI] CHO cells, DiI-HDL uptake fluorescence, 3 h;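 active means mean replicate inhibition of at least 70% and a set share of replicates each scoring 70 or more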;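 further: 0% = median of neutral control wells and 100% = median of positive control wells; values of inactives mirror those of a sister screen read the other way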
PvdQ inh: P. aeruginosa PvdQ acylase inhibition; purified PvdQ acylase, fluorescence plate reader; inhibition, % at 10 µM; hit rate 0.063% among 340,000; in the data active means inhibition above about 30%, passing the limit was not always enough;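 further: 0% = vehicle neutral wells and 100% = reference inhibitor wells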
CAL PDZ FP-1: CAL PDZ (human) peptide binding inhibition; purified CAL PDZ, TMR-peptide fluorescence polarization, 1 h; inhibition, % at 24.9 µM; hit rate 0.92% among 300,000; AID 602252;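 active means mean inhibition of at least 30% with at least half of replicates also reaching 30%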;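 further: 0% = DMSO neutral control and 100% = excess unlabeled competitor peptide PRC23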
CAL PDZ FP-2: blocks peptide binding to human CAL PDZ domain; purified CAL PDZ, TMR-peptide fluorescence polarization, 1 h; hit rate 0.02% among 330,000; AID 504414; inhibition, % at 20 µM; Q9HD26;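 active means highest replicate inhibition of at least 40%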;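 further: plate controls were DMSO neutral control wells for no effect and unlabeled competitor peptide control wells for full effect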
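material = purified tagged CAL PDZ domain construct (CerCALP) | buffer or medium = sodium phosphate/NaCl buffer pH 7.4 with TCEP, IgG, Thesit | reagent = TMR-labelled reporter peptide T*-PRC34 bound in PDZ groove | incubation = 1 h room-temperature incubation prior to read | measured by = fluorescence polarization (mP) | evaluation = percent inhibition from loss of millipolarization | control set = unlabelled peptide and DMSO controls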
PfHsp90 yeast 2: growth inhibition of yeast expressing Plasmodium Hsp90; S. cerevisiae expressing PfHsp90, BacTiter-Glo ATP, 48 h; yeast lacking PDR1 and PDR3 efflux regulators; inhibition, % at 9.4 µM; hit rate 0.32% among 310,000; AID 504621;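 active means every replicate shows inhibition above about 80%, whatever the replicate mean, limit read from the data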;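 further: 0% = DMSO neutral controls and 100% = 20 µM radicicol positive controls; yeast relying on Plasmodium falciparum Hsp90 in place of its own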
The depositor's hits bear a star; nt = not tested or not shown.

nr	mol	Rtt109 HAT inh	NSD2 HMT inh	MITF act	SR-BI uptake up	dFosB act	SR-BI HDL uptake	PvdQ inh	CAL PDZ FP-1	CAL PDZ FP-2	PfHsp90 yeast 2
1	Cc1ccc(NCc2nnc(SCC(=O)Nc3ncc(C)s3)n2CC2CCCO2)c(C)c1 (configuration not stated)	1.3	2.0	nt	4.8	-6.7	-4.8	-12.2	-1.8	-0.5	nt
2	CN1C(c2ccccc2)=NO[C@]1(C)c1ccccc1	48.1	1.9	nt	nt	4.9	nt	-4.7	-3.8	1.3	-12.2
3	COc1ccc(C(=O)/C=C/c2cn(CC(O)CN3CCOCC3)c3ccccc23)cc1 (configuration not stated)	3.0	nt	3.1	-60.7	-13.6	60.7	-12.8	1.0	-1.1	10.8
4	Cc1cc(-c2n[nH]c(=S)n2/N=C/C(Cl)=C/c2ccccc2)n[nH]1	-2.4	11.5	-0.9	-1.5	-8.1	1.5	-2.0	1.1	-0.1	6.4
5	O=C(Cc1ncc(C(F)(F)F)cc1Cl)Nc1ccc(F)cc1	-5.5	-0.6	6.2	21.2	2.2	-21.2	1.5	-0.6	0.6	nt
6	COc1cccc(NC(=O)CCN2C(=O)c3ccc([N+](=O)[O-])cc3C2=O)c1	-0.9	-1.8	1.2	4.5	4.8	-4.5	-2.8	-0.6	-3.3	9.1
7	COc1cc(NC(=O)c2cc3ccccc3o2)ccc1NC(=O)c1ccco1	5.2	nt	4.4	nt	6.8	nt	-10.1	nt	-0.4	13.7
8	COc1ccc(NC(=O)c2cc(-c3ccccn3)nc3ccccc23)c(OC)c1	0.4	-0.4	6.5	-54.7	-2.6	54.7	-2.8	-4.2	-0.8	-5.6
9	CN1N=C2c3ccccc3CCC2C1c1ccc(Cl)cc1 (configuration not stated)	0.6	30.5	nt	7.1	1.7	-7.1	-12.9	nt	-1.0	5.0
10	COc1cc(NC(=O)NCc2ccco2)ccc1-c1ccc(NC(=O)NCc2ccco2)cc1OC	1.6	23.1	-59.4	-74.0	-4.0	74.0*	-16.8	nt	-0.2	nt
11	Cc1ccc(N2CCN(S(=O)(=O)c3nnc(NC(=O)c4ccccc4)s3)CC2)cc1	-11.0	nt	nt	-11.1	0.8	11.1	-14.4	nt	-0.1	-21.3
12	NC(=O)C1C(c2ccccc2)=C1c1ccccc1	nt	4.8	nt	-5.4	2.9	5.4	-9.3	-2.0	-1.7	nt
13	COc1ccccc1CN1CC(C(=O)NCCc2ncccc2C)CCC1=O (configuration not stated)	-17.0	-5.0	-3.9	8.1	-0.7	-8.1	-4.8	-2.5	-2.5	6.4
14	C[C@H]1CN([C@@H](C)CO)C(=O)Cc2cc(NC(=O)CCC(F)(F)F)ccc2O[C@H]1CN(C)S(C)(=O)=O	0.4	nt	-5.3	13.9	-0.5	-13.9	-3.5	-2.2	0.1	-4.4
15	Fc1ccccc1N1CCN(c2nc(-c3cccs3)nc3ccccc23)CC1	-19.3	nt	-6.6	nt	-3.6	nt	-4.3	2.5	-0.2	nt
16	Cc1ccc(-n2c(=S)[nH]c3c(oc4ccccc43)c2=O)cc1C	0.7	-2.8	-0.1	-1.7	3.3	1.7	-14.0	-2.5	0.2	-15.5
17	O=C(Nc1ccccc1C1CC1)c1cccs1	0.3	-0.9	0.9	4.6	1.3	-4.6	-4.6	-4.5	nt	-15.5
18	COc1cc2c(cc1NC(=O)C(C)Sc1nc3ccccc3n1C)oc1ccccc12 (configuration not stated)	21.9	-2.1	-15.8	-37.1	4.0	37.1	2.2	0.4	-1.1	2.0
19	O=C(CCN1CCN(c2ccccc2)CC1)c1ccc(Cl)cc1	-0.2	14.6	-0.1	7.8	2.5	-7.8	-5.9	0.2	0.1	-23.6
20	COC(=O)c1sccc1-n1cccc1C(=O)C(=O)Nc1ccc(F)cc1	2.0	-1.5	2.1	-16.4	-8.3	16.4	0.2	nt	-0.6	2.9
21	CCN1CCN(C(=O)c2cc(S(=O)(=O)N3CC(C)CC(C)C3)ccc2Cl)CC1 (configuration not stated)	nt	2.7	-11.2	19.1	1.6	-19.1	-19.5	-2.2	-0.4	-7.6
22	Clc1ccccc1Cc1noc(CN2CCN3CCCC3C2)n1 (configuration not stated)	-1.8	-0.6	-1.1	-9.0	-3.3	9.0	7.1	nt	-0.6	-5.2
23	CCOc1cc(S(=O)(=O)n2cnc(C)c2)ccc1Cl	-3.9	-1.8	0.4	-3.7	-2.5	3.7	-14.0	nt	-0.4	9.0
24	O=C(c1cccc(S(=O)(=O)N2CCCCCC2)c1)N1CCN(c2ccccc2F)CC1	nt	-2.9	-8.3	-25.9	-3.7	25.9	12.3	5.6	-3.3	5.8
25	CCCn1c(N)c(N(CCOC)C(=O)C2CCCC2)c(=O)[nH]c1=O	7.4	-2.1	2.1	35.0	3.8	-35.0	2.0	6.2	-0.8	-6.8
26	CCCNC(=O)c1ccc(N2CCC3(CC2)CC(c2ccccc2)=NO3)c(NC(=O)c2ccc(Br)cc2)c1	5.2	nt	-1.9	-30.6	0.2	30.6	9.0	-2.9	-0.3	1.6
27	Cc1ccc(-c2[nH]ncc2CN2CCN(C(=O)c3cccs3)CC2)cc1C	10.4	5.5	-9.6	-2.0	-6.3	2.0	3.8	7.5	-0.9	20.6
28	Cc1nnc(NC(=O)c2ccc(S(=O)(=O)C(F)F)cc2)s1	2.0	-2.3	59.5	-12.0	-5.5	12.0	2.5	-2.2	1.1	3.1
29	CCOC(=O)N1CCN(C(=O)C(NS(=O)(=O)c2cccc3nsnc23)c2ccccc2)CC1 (configuration not stated)	2.8	nt	nt	32.4	-0.2	-32.4	3.4	-0.8	-0.4	nt
30	Cc1ccc(C)c(C(=O)COc2ccccc2[N+](=O)[O-])c1	-3.9	-1.7	-1.5	-34.0	7.5	34.0	10.2	-0.9	0.3	-2.0

Quoted at random: five records from the list, in no set order.
nr	mol	Rtt109 HAT inh	NSD2 HMT inh	MITF act	SR-BI uptake up	dFosB act	SR-BI HDL uptake	PvdQ inh	CAL PDZ FP-1	CAL PDZ FP-2	PfHsp90 yeast 2
11	Cc1ccc(N2CCN(S(=O)(=O)c3nnc(NC(=O)c4ccccc4)s3)CC2)cc1	-11.0	nt	nt	-11.1	0.8	11.1	-14.4	nt	-0.1	-21.3
10	COc1cc(NC(=O)NCc2ccco2)ccc1-c1ccc(NC(=O)NCc2ccco2)cc1OC	1.6	23.1	-59.4	-74.0	-4.0	74.0*	-16.8	nt	-0.2	nt
28	Cc1nnc(NC(=O)c2ccc(S(=O)(=O)C(F)F)cc2)s1	2.0	-2.3	59.5	-12.0	-5.5	12.0	2.5	-2.2	1.1	3.1
4	Cc1cc(-c2n[nH]c(=S)n2/N=C/C(Cl)=C/c2ccccc2)n[nH]1	-2.4	11.5	-0.9	-1.5	-8.1	1.5	-2.0	1.1	-0.1	6.4
23	CCOc1cc(S(=O)(=O)n2cnc(C)c2)ccc1Cl	-3.9	-1.8	0.4	-3.7	-2.5	3.7	-14.0	nt	-0.4	9.0

Next entries.
nr	mol	Rtt109 HAT inh	NSD2 HMT inh	MITF act	SR-BI uptake up	dFosB act	SR-BI HDL uptake	PvdQ inh	CAL PDZ FP-1	CAL PDZ FP-2	PfHsp90 yeast 2
31	NS(=O)(=O)c1ccc(NC(=S)NCc2cccc(Cl)c2)cc1	1.3	2.8	-9.2	2.3	3.5	-2.3	-0.2	-2.6	-1.1	-16.3
32	CC(C)(CSc1nncn1/N=C/c1ccco1)NS(=O)(=O)c1ccc(Cl)cc1	-0.6	0.4	3.5	1.4	-5.1	-1.4	-10.0	0.0	-0.5	-11.2
33	CCOC(=O)CSc1nnc(NC(=O)c2cccc(S(=O)(=O)N3CCCCCC3)c2)s1	6.7	-7.0	-13.8	26.4	6.6	-26.4	-10.1	-4.3	-0.5	-5.9
34	COc1ccc(N2CCN(C(=O)CNC(=O)Cn3cnc4sc(C)c(C)c4c3=O)CC2)cc1	-1.6	38.6	-17.7	-14.4	-0.7	14.4	9.7	-3.6	-0.7	4.4
35	CCn1c(=O)n(CC(=O)NCc2ccccc2OC)c(=O)c2ccccc21	-4.0	-2.2	-10.5	8.1	-3.5	-8.1	-13.3	1.7	-1.3	nt
36	COc1ccccc1OCC(=O)NCCc1nc2ccccc2[nH]1	0.0	6.8	10.2	10.5	-0.1	-10.5	-5.6	-3.2	-0.5	13.1
37	O=C(COC(=O)c1ccccn1)NCc1ccccc1	-2.7	2.2	-13.5	17.0	2.6	-17.0	-5.4	0.4	-1.4	1.5
38	COc1ccc(OCC(O)Cn2c(Nc3cccc(C)c3)nc3c2c(=O)n(C)c(=O)n3C)cc1 (configuration not stated)	-3.8	-2.1	4.8	-76.8	-1.4	76.8*	-10.1	-1.5	-0.6	-5.8
39	COC(=O)c1sc(N2C(=O)C(O)=C(C(=O)c3ccc(C)o3)C2c2cccs2)nc1C (configuration not stated)	-8.5	-0.1	-5.3	8.5	-4.9	-8.5	13.8	-1.3	-3.0	-3.6
40	COc1ccc(OC)c(C2=NS(=O)(=O)N(C)C(C(=O)Nc3ccc(F)cc3F)=C2)c1	1.9	5.5	-6.9	-48.3	-14.6	48.3	-8.9	-1.2	0.3	-38.6
41	CCCCCN(C(=O)CCC(=O)OC(C)C(=O)Nc1cccc(C#N)c1)c1c(N)n(CCCC)c(=O)[nH]c1=O (configuration not stated)	12.8	-2.0	7.9	-17.3	-13.9	17.3	-10.5	1.9	-1.4	13.0
42	CC(C)NC(=O)CSc1nncn1-c1ccccc1	-4.1	nt	-6.5	-15.0	3.5	15.0	-14.7	-0.2	-1.2	44.4
43	C=CCNC(=O)CCc1nnc(C2(c3ccc(Cl)cc3)CCC2)o1	nt	nt	60.2	25.7	-1.3	-25.8	-15.3	-6.2	-3.0	11.7
44	COC(=O)C1=C(C)NC(=O)C1(NS(=O)(=O)c1ccc(NC(C)=O)cc1)C(F)(F)F (configuration not stated)	-7.3	-2.9	-0.4	3.1	1.4	-3.1	-12.9	nt	-1.6	-3.3
45	CCC(c1nnnn1CCOC)N(Cc1cc2cc(C)c(C)cc2[nH]c1=O)CC1CCCO1 (configuration not stated)	-18.4	2.3	-9.2	-8.6	-3.1	8.6	0.3	-4.8	-1.1	nt
46	CCCCCCn1c(SCCOC)nc2c1c(=O)[nH]c(=O)n2C	-7.1	nt	nt	-17.1	-7.5	17.1	-12.1	nt	-2.7	-51.8
47	C[C@@H](C(=O)N[C@H](C(=O)O)c1ccccc1)n1nnc2ccccc2c1=O	4.7	-0.6	-11.9	41.7	-4.5	-41.7	-10.5	4.7	-0.6	-45.2
48	O=C(CSc1nnc(CNC(=O)c2ccccc2F)o1)NCc1ccco1	-10.3	-5.3	-5.2	5.5	-1.4	-5.5	-14.6	61.7*	-1.1	0.8
49	Cc1ccc(Nc2nc(N)[nH]c(=O)c2N=O)cc1	-2.2	13.5	14.7	8.4	-6.3	-8.4	-10.0	2.4	0.1	10.9

Compounds were not picked by outcome. Share with any hit: about 4.3%.
